Screening results from PubChem BioAssay.
GLP-1R inv ag: qHTS of GLP-1 Receptor Inverse Agonists (Inhibition Mode); Potency, µM (top dose mostly 38.3 µM), inactives show top-dose activity change, negative = inhibition, actives largely listed as inhibitors; 1.6% of 410,000 active; HEK293 GLP-1R CRE-luciferase, luminescence, 24 h; GLP-1R form is constitutively active; Glucagon-like peptide 1 receptor (Homo sapiens), P43220; further: potency means the concentration at half of the fitted maximal effect; on the % scale 0 is the no-effect control and ±100 the full control effect; nearly all actives have a fitted effect of over 55% in size
Target sequence (P43220 whole entry, looked up): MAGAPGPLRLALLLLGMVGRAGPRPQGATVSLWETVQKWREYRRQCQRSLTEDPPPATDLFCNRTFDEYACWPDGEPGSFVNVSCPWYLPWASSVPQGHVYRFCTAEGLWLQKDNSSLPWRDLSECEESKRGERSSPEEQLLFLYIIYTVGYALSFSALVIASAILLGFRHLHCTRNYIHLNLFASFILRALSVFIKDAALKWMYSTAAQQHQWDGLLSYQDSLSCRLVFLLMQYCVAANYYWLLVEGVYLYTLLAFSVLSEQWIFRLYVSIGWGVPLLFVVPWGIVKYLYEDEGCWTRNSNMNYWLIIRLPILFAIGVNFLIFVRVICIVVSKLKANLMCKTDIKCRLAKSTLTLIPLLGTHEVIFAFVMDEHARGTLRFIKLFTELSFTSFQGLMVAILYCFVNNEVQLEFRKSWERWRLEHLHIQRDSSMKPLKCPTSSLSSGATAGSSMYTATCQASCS
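Using stably transfected HEK293 (constitutively active GLP-1R, cAMP-luciferase reporter), compounds were incubated 24 hr and luciferase measured by luminescence.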
DRD3 agonist: qHTS of D3 Dopamine Receptor Agonist: qHTS; D3R DiscoveRx beta-arrestin cells, luminescence, 90 min; max activation, %; 0.58% of 410,000 active; AID 652048, 2013; in the data active means max activation above about 30%; further: 0% is about no effect; mostly tested at two doses, the higher about 12 µM
Target sequence (P35462 whole entry, looked up): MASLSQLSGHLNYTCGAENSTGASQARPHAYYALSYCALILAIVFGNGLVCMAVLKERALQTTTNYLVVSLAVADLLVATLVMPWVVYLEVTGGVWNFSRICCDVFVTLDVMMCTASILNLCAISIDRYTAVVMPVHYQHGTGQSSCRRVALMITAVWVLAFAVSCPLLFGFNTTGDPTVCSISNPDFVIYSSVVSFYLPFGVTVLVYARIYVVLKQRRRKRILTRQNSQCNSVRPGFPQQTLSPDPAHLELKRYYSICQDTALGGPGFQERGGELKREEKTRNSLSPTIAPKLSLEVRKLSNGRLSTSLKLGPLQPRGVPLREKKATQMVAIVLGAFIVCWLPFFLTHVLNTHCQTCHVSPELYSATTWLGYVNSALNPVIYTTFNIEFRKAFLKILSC
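Cells at 1500/well, incubated overnight, then treated with pinned compounds (dopamine as control) for 90 min at 37 degrees C. DiscoveRx reagent added for 30 - 60 minutes at room temperature; luminescence read.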
GLP1R cytotox: qHTS of GLP-1 Receptor Inverse Agonists: Cytotox Screen; HEK293 cAMP-luciferase reporter cells, luminescence, 24 h; Potency, µM (doses to about 38.3 µM), without a hit: top-dose activity change, negative = inhibition, usual class: inhibitors; 0.13% of 410,000 active; AID 624418, 2012;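 further: loss of luciferase light is scored as toxicity; potency means the concentration at half of the fitted maximal effect; on the % scale 0 is the no-effect control and ±100 the full control effect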
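Compound-treated cells are incubated 24 hr at 37 deg C under 5% CO2 after a 12 hour attachment period, then luciferase detection reagent is added and luminescence is measured following 12 min at room temperature; lowered signal indicates toxicity.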
* hit, by the source's call; ? = inconclusive; [ ] = dose if it differs, or a comment. Unless noted, the call rests on the fitted dose curve; in most records, active means well fitted curve in the direction sought with a large enough effect; inconclusive means small, poorly fitted or top-dose-only effect, or another doubt; inactive means no such curve, though single readings can be large; an effect the other way counts as inactive or inconclusive. Some of the compounds tested; count on the stated rates, not on these rows.

Results follow in this order: DRD3 agonist | GLP-1R inv ag | GLP1R cytotox
- COc1ccc(-c2c(C)c3ccc(O)c(CN4CCCC(C)C4)c3oc2=O)cc1OC (configuration not stated)
    -15 | 7% | 228%[activator]
- Cc1ccc(CNc2ncnc3c2nc2n3CCCC2)cc1
    5 | 6% | -11%
- CCOC(=O)C1CCCN(c2ncnc3c2cnn3-c2ccc(C)c(Cl)c2)C1 (configuration not stated)
    3 | 3% | 1%
- CCc1nnc(SCc2ccc(OC)cc2)c2cc3sc(C)cc3n12
    -9 | 1% | 11%
- Cc1cc(C)cc(OCC(=O)Nc2nc(-c3ccc(F)cc3)ns2)c1
    10 | 5% | 4%
- COc1ccc(CCNC(=O)Cc2c(C)c3cc(OC)c(OC)cc3oc2=O)cc1
    -3 | -10% | -3%
- Cc1ccc(S(=O)(=O)Nc2ccc(-c3ccc(N4CCCCCC4)nn3)cc2)c(C)c1
    5 | -16% | 2%
- Cc1c(Cl)cccc1NC(=O)COCc1cc(-c2ccc3c(c2)OCO3)on1
    1 | -8% | 2%
- Cc1nn(C)c2c1c(C(F)(F)F)cc(=O)n2C(C)C(=O)N1CCN(c2ccccc2)CC1 (configuration not stated)
    -17 | 2% | -4%
- Cc1ccc2nc(Nc3ccc(C)c(F)c3)c3nncn3c2c1
    3 | 45%[activator] | 0%
- Cc1cc(C)cc(NC(=O)Cn2c(=O)oc3cc(S(=O)(=O)N4CCCC4)ccc32)c1
    -11 | -25% | -11%
- COc1ccccc1NC(=O)CCn1cnc2ccccc2c1=O
    9 | 0% | -1%
- COCCCNC(=O)c1sc2nc3n(c(=O)c2c1C)CCC3
    -4 | 6% | 1%
- CC(=O)c1ccc(NC(=O)c2cnn(-c3cccc(F)c3)c2-n2cccc2)cc1
    3 | -5% | -8%
- COCc1cc(C)nc2sc3c(c12)NC(c1ccccc1C(=O)O)N(c1ccc(OC)cc1)C3=O (configuration not stated)
    -11 | 45%[activator] | 56%[activator]
- Cc1cc(C)c(OCC(=O)N(Cc2ccc(N(C)C)cc2)CC2CCCO2)c(C)c1 (configuration not stated)
    3 | ? | 3%
- COc1ccc(NC(=O)Cn2nnc(C(=O)NCc3ccccc3Cl)c2N)cc1Cl
    4 | -13% | -11%
- Cc1ccc(C)c(NC(=O)Cn2c(=O)n(CCC(C)C)c(=O)c3cccnc32)c1
    -14 | 13% | -2%
- COc1ccc(-n2nc(C(=O)N3CCN(c4ccc(F)cc4)CC3)c3c4ccccc4n(C)c3c2=O)cc1
    2 | 9% | -4%
- Cc1ccc(C)c(NC(=O)NCc2ccc3c(c2)CCN3C(=O)c2ccccc2)c1
    -22 | 10% | -4%
- COC(=O)c1c(C)oc2c1cc(NS(=O)(=O)c1c(C)cc(C)cc1C)c1ccccc12
    -13 | -22% | 0%
- Cc1cccc(-n2nc(C)c(C(=O)N3CCN(c4ccccc4)CC3)c2-n2cccc2)c1
    9 | -18% | 2%
- Cc1ccc(C2=Nc3ccccc3N(CC(=O)Nc3ccccc3F)C(=O)C2)cc1C
    -9 | ? | -9%
- CC(=O)c1ccc(N2CCN(C(=O)CCCCn3c(=O)[nH]c4ccccc4c3=O)CC2)cc1
    0 | 6% | -1%
- Cc1cccn2c(=O)c3cc(C(=O)N(Cc4ccccc4)C(C)C)sc3nc12
    -2 | 1% | 8%
- COc1ccc(C)cc1NC(c1nnc(-c2ccccc2)o1)c1ccc(F)cc1Cl (configuration not stated)
    0 | ? | 1%
- O=C(Cn1ncc2c3ccccc3n(Cc3ccc(F)cc3)c2c1=O)NCCCN1CCCCC1
    -14 | 46%[activator] | 21%
- CCOC(=O)c1cccc(NC(=O)c2ncoc2-c2ccco2)c1
    -4 | 7% | 8%
- CSc1ccc(CCNC(=O)C(C)n2nc(C)c3c(C)n(-c4ccccc4)nc3c2=O)cc1 (configuration not stated)
    -17 | -17% | -12%
- Cc1ccc(Cn2c(=O)n(Cc3ccccc3Cl)c(=O)c3ccccc32)cc1
    5 | 6% | 6%
- CCCCc1ccc(-n2nc3ccc(NC(=O)c4cc5ccccc5o4)cc3n2)cc1
    -28 | 4% | -9%
- CS(=O)(=O)Nc1ccccc1C(=O)OCc1cc(=O)n2nc(C3CCCCC3)sc2n1
    -2 | 1% | -12%
- COc1ccc(Cl)cc1NC(=O)C(C)n1c(=O)cc(C(F)(F)F)c2c(C)nn(C)c21 (configuration not stated)
    -3 | 16% | 9%
- O=C(Cn1cc(S(=O)(=O)Cc2cccc(Cl)c2)c2ccccc21)NCCc1ccccc1
    1 | 0% | 4%
- O=C(CSc1ncc(-c2ccccc2)[nH]1)Nc1cccc(C(F)(F)F)c1
    -12 | ? | -9%
- COc1ccc(CC(=O)Nc2ccc(-c3nc4ccccc4s3)cc2Cl)cc1
    3 | 9% | -4%
- Cn1nccc1C(=O)NCc1ccc2c(c1)CCN2C(=O)c1ccccc1
    -1 | 19% | 7%
- COc1cc(C2Nc3ccccc3-c3nnc(SCc4ccc(Cl)cc4)nc3O2)ccc1OCC(=O)O (configuration not stated)
    16 | 6% | -6%
- Cc1ccc(OCC(=O)Nc2ccc(S(=O)(=O)Nc3ncccn3)cc2)c(C(C)(C)C)c1
    -4 | ? | -6%
- CCc1ccccc1NC(=O)c1ccc2c(c1)CCCN2S(C)(=O)=O
    -5 | 19% | 0%
- COc1cccc(N2CC(NC(=O)COc3ccc4ccccc4c3)CC2=O)c1 (configuration not stated)
    -3 | -7% | -1%
- COC(=O)c1cc(NC(=O)Cn2nc(-c3ccccc3)c3c(c2=O)CCCC3)cc(C(=O)OC)c1
    -4 | 2% | 0%
- O=C(Cc1ccc(Cl)cc1)Nc1ccc2oc(-c3ccccc3)nc2c1
    6 | 18% | -3%
- CC1CCN(c2nc3ccc(C(=O)NC(C)C)cc3s2)CC1
    0 | 5µM* | 6%
- CCSC1=NC2(CCN(C(=O)NC3CCCCC3)CC2)N=C1c1ccc(C)c(C)c1
    -3 | -1% | -10%
- COc1ccc(NC(=O)c2c(C)oc3ccc(O)c(CN4CCN(Cc5ccccc5)CC4)c23)cc1
    -2 | -17% | -5%
- CCN(Cc1ccccc1)C(=O)CCS(=O)(=O)c1cc(Br)cc2c1N(C(=O)C1CC1)CC2
    -10 | -16% | -5%
- CCCSCCCNC(=O)C1CCCN(C(=O)c2cnn(-c3ccccc3)c2-n2cccc2)C1 (configuration not stated)
    10 | 1% | 4%
- CCOc1ccc(C2c3c(-c4ccccc4O)n[nH]c3C(=O)N2Cc2cccnc2)cc1OC (configuration not stated)
    -2 | 15% | -12%
- CCOC(=O)c1ccc(NC(=O)CC2C(=O)N(c3cccc(OC)c3)C(=O)N2Cc2ccc(OC)cc2)cc1 (configuration not stated)
    1 | -7% | -4%
- COc1ccccc1Cc1nc2ccccc2nc1SCC(=O)N1CCc2ccccc21
    -2 | -4% | 0%
- Cc1ccc(C2=Nc3ccccc3N=C(c3ccc(F)cc3)C2)c(O)c1
    -12 | 14% | 5%
- Cc1ccc(NC(=O)CSc2nc3nccnc3c(=O)n2CCc2c[nH]c3ccccc23)cc1C
    -3 | 2% | 3%
- COc1ccc(-c2noc(C3CC(=O)N(c4ccc5c(c4)OCCO5)C3)n2)c(OC)c1 (configuration not stated)
    -2 | 15% | 11%
- Cc1cc(C)c(CSc2nnc(C)n3c2cc2occc23)c(C)c1
    12 | ? | 0%
- Cc1cc(-n2ccnc(NCCc3ccc(S(N)(=O)=O)cc3)c2=O)ccc1Br
    3 | -5% | -10%
- Cc1nc2cccnc2n1-c1cccc(C(=O)N2CCN(c3cccc(Cl)c3)CC2)c1
    2 | 0% | -24%
- COCCNc1oc(/C=C/c2ccc(F)cc2)nc1C#N
    -7 | 17% | 4%
- COc1cccc(NC(=O)c2c(-c3ccc(C)cc3)nnc3ccccc23)c1
    2 | 20% | -1%
- Cc1cc(Cl)ccc1NC(=O)CSc1nc2c(c(=O)[nH]1)CCC2
    -5 | 8% | 1%

(listing goes on)
Results follow in this order: DRD3 agonist | GLP-1R inv ag | GLP1R cytotox
- COc1cccc(CNC(=O)CCS(=O)(=O)c2cc3c4c(c2)CCN4C(=O)CC3)c1
    4 | 7% | 4%
- COc1ccc(OCc2ccc(-c3nc(C#N)c(NCc4cccnc4)o3)o2)cc1
    -7 | 17% | 3%
- COc1ccc(NC(=O)Cn2cnc3c(nc4n3CCCCC4)c2=O)c(OC)c1
    -6 | -1% | 2%
- CN(C)c1ccc(C(CNC(=O)c2ccc(C(C)(C)C)cc2)N2CCOCC2)cc1 (configuration not stated)
    -5 | ? | -3%
- CCCOc1ccc(Cn2c(=O)sc3ccccc32)cc1
    0 | ? | 1%
- COc1cccc(-c2noc(COc3ccc(C(C)(C)C)cc3)n2)c1
    6 | 2% | -1%
- CCOCCCn1c(SCC(=O)Nc2ccccc2Cl)nc2c(oc3ccccc32)c1=O
    4 | -13% | -13%
- COc1ccc(C(=O)N(Cc2ccco2)Cc2ccccc2F)cc1Cl
    -24 | ? | -8%
- Cc1cc(C)cc(OCC(=O)N2CCC(c3nc4ccccc4o3)CC2)c1
    11 | ? | -4%
- CC1CCN(c2nc3c(S(=O)(=O)c4ccc(Cl)cc4)nnn3c3ccsc23)CC1
    13 | 1% | 6%
- CCC(=O)N1CCc2cc(S(=O)(=O)NC(CC(C)C)C(=O)NCc3cccc(OC)c3)ccc21 (configuration not stated)
    3 | -1% | 1%
- COC(=O)c1ccccc1NC(=O)N1CCC(N2CCN(Cc3ccc(F)cc3)C(=O)C2=O)CC1
    8 | 14% | -6%
- CCOc1ccc(NC(=O)CSc2nc3ccsc3c(=O)n2CCC(C)C)cc1
    12 | -5% | 4%
- CC(=O)c1cccc(NC(=O)CN2C(=O)CCc3cc(S(=O)(=O)N4CCCCC4)ccc32)c1
    -1 | 1% | 0%
- O=C(Nc1ccc(OC(F)(F)F)cc1)c1cc2c(=O)n3ccccc3nc2s1
    -14 | -2% | 27%
- Cc1cc(C)cc(OCCn2c(CCNC(=O)C3CCCCC3)nc3ccccc32)c1
    2 | 0% | -4%
- Cc1ccc(NC(=O)CS(=O)(=O)c2nc(-c3ccc(C)cc3)cn2-c2ccc(C)cc2)cc1
    -13 | ? | -16%
- Cc1ccccc1Cn1c2ccccc2c2cnn(CC(=O)NCc3cccc(Cl)c3)c(=O)c21
    -7 | 7% | 4%
- Cc1ccc(C)c(N2CCN(C(=O)Cc3c(C(=O)O)c(C)cn3C)CC2)c1
    0 | 2% | -8%
- COCCOC(=O)Cn1nnc2sc(-c3ccccc3)cc2c1=O
    7 | 5% | 2%
- CNS(=O)(=O)c1cn(CC(=O)Nc2ccc(C)cc2C)cc1S(=O)(=O)NC
    -14 | 6% | -6%
- COc1ccccc1OCCn1cc(C(=O)c2cccs2)c2ccccc21
    -3 | ? | 2%
- CCOc1cc2[nH]c(=O)n(CCC(=O)N3CCN(c4ccccc4)CC3)c(=O)c2cc1OCC
    8 | -4% | -3%
- COc1ccc(NC(=O)CSc2nc(-c3cccs3)cc(C(F)(F)F)n2)cc1OC
    1 | -7% | 0%
- COc1ccc(CCN2C(=O)c3[nH]nc(-c4ccccc4O)c3C2c2ccc(O)c(OC)c2)cc1 (configuration not stated)
    7 | -28% | -12%
- CC(C)OCCCNC(=O)c1c2c(nc3ccccc13)C(=O)N(C1CCCCC1)C2
    8 | -19% | 5%
- O=S(=O)(c1ccc(F)cc1)N1CCC(n2c(C(F)(F)F)nc3cccnc32)CC1
    3 | -2% | -3%
- Cc1cc(C)c(Cn2c(C(O)c3ccccc3)nc3ccccc32)c(C)c1 (configuration not stated)
    -7 | ? | -9%
- CCOC(=O)c1c(NC(=O)COc2ccc(Cl)cc2Cl)sc2c1CCCCC2
    5 | 6% | 0%
- Cc1ccc2c(CC(=O)Nc3ccccc3C(F)(F)F)coc2c1C
    -6 | -2% | 0%
- O=C(Nc1c(C(=O)O)oc2ccccc12)c1ccc(C(F)(F)F)cc1
    3 | -27% | -10%
- CCN(CC)c1nc2c(S(=O)(=O)c3ccc(C)cc3)nnn2c2ccsc12
    -13 | 6% | 4%
- COc1cccc(CNC(=O)COCc2cc(-c3ccc4c(c3)OCO4)on2)c1
    5 | ? | 0%
- CCOC(=O)c1[nH]c2c(c1Cc1ccccc1)C(=O)CC(c1ccccc1)C2 (configuration not stated)
    -9 | 11µM* | -13%
- COc1ccc(-c2nc(CNC(=O)Nc3ccccc3)c(C)o2)cc1
    1 | 13% | 0%
- CCOC(=O)N1CCc2c(sc(NCc3ccc(OC)c(Br)c3)c2C(=O)Nc2cc(OC)ccc2OC)C1
    9 | 10% | 1%
- COc1ccccc1CNC(=O)CN(C)c1nn2c(=O)cc(C)nc2s1
    -6 | 0% | 1%
- CCc1ccc(NC(=O)CN(c2ccc(Cl)cc2)S(=O)(=O)c2ccsc2C(=O)OC)cc1
    -10 | 3.2µM* | 1%

Single records (already shown). Order of values: DRD3 agonist | GLP-1R inv ag | GLP1R cytotox
CCN(CC)c1nc2c(S(=O)(=O)c3ccc(C)cc3)nnn2c2ccsc12 is listed with -13 | 6% | 4%
COc1ccc(-c2nc(CNC(=O)Nc3ccccc3)c(C)o2)cc1 is listed with 1 | 13% | 0%
